High-throughput results deposited in PubChem BioAssay by several laboratories.
TLR9-MyD88 inh: inhibitors of TLR9-MyD88 association in cells, primary screen, cell-based, CHO, BLA complementation, fluorescence; Toll-like receptor 9 (Homo sapiens) + Myeloid differentiation primary response protein …; CCF4 FRET ratio; inhibition, % at 4.98 µM; 0.21% of 340,000 active; AID 504734, 2011;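 active = inhibition above the mean over all tested compounds plus 3 SD, cut at about 21% in these data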;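 also: 0% = DMSO only wells and 100% = clavulanate BLA inhibitor control wells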
Target sequence (Q99836 whole entry, looked up): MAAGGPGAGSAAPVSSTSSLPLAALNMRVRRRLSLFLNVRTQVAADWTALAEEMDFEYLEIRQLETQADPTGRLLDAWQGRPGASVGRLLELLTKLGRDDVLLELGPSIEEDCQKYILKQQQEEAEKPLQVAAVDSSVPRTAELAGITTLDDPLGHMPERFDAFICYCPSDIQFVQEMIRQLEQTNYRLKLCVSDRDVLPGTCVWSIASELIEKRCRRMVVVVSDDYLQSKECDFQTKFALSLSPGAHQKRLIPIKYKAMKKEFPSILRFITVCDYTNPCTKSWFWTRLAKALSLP
Target sequence (Q9NR96 whole entry, looked up): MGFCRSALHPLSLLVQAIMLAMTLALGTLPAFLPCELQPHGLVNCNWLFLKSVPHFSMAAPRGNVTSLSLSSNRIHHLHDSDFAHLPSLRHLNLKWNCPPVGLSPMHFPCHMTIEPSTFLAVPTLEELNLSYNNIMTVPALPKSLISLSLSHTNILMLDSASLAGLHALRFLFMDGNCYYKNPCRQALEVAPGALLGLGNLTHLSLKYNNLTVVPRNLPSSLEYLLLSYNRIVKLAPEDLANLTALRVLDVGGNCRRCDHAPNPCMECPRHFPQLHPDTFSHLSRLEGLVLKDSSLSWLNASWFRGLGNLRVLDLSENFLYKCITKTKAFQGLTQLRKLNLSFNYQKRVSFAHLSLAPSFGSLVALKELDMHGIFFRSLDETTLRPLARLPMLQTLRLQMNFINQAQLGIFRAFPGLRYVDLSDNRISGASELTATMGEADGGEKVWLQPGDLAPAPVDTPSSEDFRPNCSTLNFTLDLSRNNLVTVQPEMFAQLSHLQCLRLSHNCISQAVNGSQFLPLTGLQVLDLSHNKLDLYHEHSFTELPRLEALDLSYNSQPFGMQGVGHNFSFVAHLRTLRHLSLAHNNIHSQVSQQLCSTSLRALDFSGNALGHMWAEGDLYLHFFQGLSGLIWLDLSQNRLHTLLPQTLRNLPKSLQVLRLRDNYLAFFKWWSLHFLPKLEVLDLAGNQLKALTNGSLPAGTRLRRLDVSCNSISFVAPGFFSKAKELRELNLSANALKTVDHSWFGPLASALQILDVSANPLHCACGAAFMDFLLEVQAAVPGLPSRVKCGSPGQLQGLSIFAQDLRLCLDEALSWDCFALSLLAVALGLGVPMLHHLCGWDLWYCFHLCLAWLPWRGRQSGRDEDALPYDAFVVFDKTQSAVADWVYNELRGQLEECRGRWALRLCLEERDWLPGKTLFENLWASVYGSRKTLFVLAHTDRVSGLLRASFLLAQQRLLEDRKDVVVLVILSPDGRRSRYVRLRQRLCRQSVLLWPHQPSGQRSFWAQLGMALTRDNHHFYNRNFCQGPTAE
NCOA1 inh: SRC1 coactivator transcriptional activity inhibitors, primary screen, cell-based, luminescence; inhibition, % at 3.6 µM; Nuclear receptor coactivator 1 (Homo sapiens), Q15788; 0.12% of 360,000 active; AID 588354, 2011; HEK293 GAL4-SRC1 luciferase reporter;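 active = inhibition above the campaign mean plus 3 SD, with each screening campaign given its own cutoff, cut at about 60% in these data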;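 also: 0% = DMSO treated cells and 100% = gossypol at 36 µM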
LMP1 NFkB inh: EBV LMP1-driven NF-kappaB luciferase reporter inhibitors, primary screen, cell-based, luminescence, single point. LMP1-induced NF-kappaB luciferase reporter cells. inhibition, % at 12.5 µM. 0.69% of 350,000 active. AID 504558, 2011; in the data active = inhibition above about 41%;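 also: 0% = neutral control wells and 100% = reference inhibitor control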
NR2F2 inh: NR2F2 transcriptional activity inhibitors, primary screen, cell-based, luciferase reporter, HEK293T, luminescence; AID 686940, 2013; inhibition, % at 8.6 µM; 0.7% of 370,000 active; HEK293T NGFI-A luciferase reporter; COUP transcription factor 2 (Homo sapiens), P24468;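 active = inhibition above a per-plate cutoff, mean inhibition of test wells between control levels plus 3 SD, cut at about 38% in these data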;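 also: cells cotransfected with COUP-TFII expression vector driving the NGFI-A reporter; 0% = median of COUP-TF2 test wells and 100% = reporter-only cells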
NR5A2 inv ag: LRH-1 (NR5A2) inverse agonists, primary screen, cell-based, luminescence, HEK293T, StAR-luciferase reporter; Nuclear receptor subfamily 5 group A member 2 (Homo sapiens), O00482; LRH-1 transfected, 24 h; inhibition, % at 3.6 µM; 0.13% of 360,000 active; AID 602396, 2012;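 active = inhibition above the mean inhibition of all tested compounds plus 3 SD, cut at about 73% in these data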;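 also: 0% = DMSO wells and 100% = reporter-only cells lacking LRH-1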
SRC3 inh: SRC3 coactivator transcriptional activity inhibitors, primary screen, cell-based, luminescence; 0.17% of 360,000 active; HEK293 GAL4-SRC3 luciferase reporter; inhibition, % at 3.6 µM; Nuclear receptor coactivator 3 (Homo sapiens), Q9Y6Q9; AID 588352, 2011;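 active = inhibition above a per-campaign cutoff, the mean of all compounds plus 3 SD, cut at about 60% in these data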;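 also: 0% = DMSO-treated cells and 100% = gossypol-treated cells at 36 µM; higher means less SRC3-driven luciferase light from the GAL4 reporter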
SRC2 inh: inhibition of GAL4-SRC2 driven luciferase reporter, primary screen, SRC2 inhibitor project, cell-based, luminescence; Nuclear receptor coactivator 2 (Homo sapiens), Q15596; inhibition, % at 9 µM; HEK293 GAL4-SRC2 luciferase reporter; 0.17% of 370,000 active;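 active = inhibition above the mean inhibition of all tested compounds plus 3 SD, set per campaign, cut at about 52% in these data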;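 also: 0% = DMSO treated cells and 100% = cells given Gossypol at 36 µM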
NOD2 RIPK2 PPI: NOD2-RIPK2 binding disruptors in cells, primary screen, fluorescence, CHO cells, BLA complementation; Receptor-interacting serine/threonine-protein kinase 2 (Homo sapiens), O43353; CCF4 ratio; inhibition, % at 4.98 µM; 0.38% of 360,000 active; AID 624267, 2012; in the data active = inhibition above about 21%;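 also: 0% = vehicle only and 100% = reference blocker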
MC4R antag cAMP: MC4R antagonists of cAMP signaling, primary screen, cell-based, TR-FRET, antagonist arm of biased-ligand search | inhibition, % at 6.5 µM | 0.48% of 360,000 active | Melanocortin receptor 4 (Homo sapiens), P32245 | MC4R-expressing cells, MTII-stimulated cAMP, LANCE TR-FRET;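 active = inhibition above its plate's cutoff, the mean of tested wells on that plate plus 3 SD, cut at about 29% in these data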;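 also: 0% = Melanotan II alone and 100% = Melanotan II plus saturating MCL0020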
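Material – human MC4R-expressing U2OS cells · Repeats – no replicates · Detection – TR-FRET with Eu-cAMP and labeled anti-cAMP, 671 nm · Times – compound 30 min, challenge 1 h, detection 1 h · Compound – single nominal compound dose of 6.5 µM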
MC4R ag barr: MC4R agonists recruiting beta-arrestin, primary screen, cell-based, luminescence, agonist arm of biased-ligand search. Melanocortin receptor 4 (Homo sapiens), P32245. U2OS MC4R beta-arrestin complementation; percent of melanotan II response, DMSO zero. activation, % at 8.9 µM. 0.98% of 360,000 active;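 active = activation above a per-plate cutoff, the mean activation of sample wells on that plate plus 3 SD, cut at about 8% in these data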
ABHD5-PLIN5 inh: ABHD5-PLIN5 interaction inhibitors, primary screen, cell lysate, split luciferase complementation, luminescence; Perilipin-5 (Homo sapiens) + 1-acylglycerol-3-phosphate O-acyltransferase ABHD5 (Homo …; Split G. princeps luciferase complementation, 4 h; inhibition, % at 4 µM; 0.78% of 360,000 active;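 active = inhibition above the mean inhibition across every tested compound plus 3 SD, cut at about 22% in these data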;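 also: 0% = DMSO only wells and the 100% control is not disclosed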
* = called active by the depositor; . = no result given. An excerpt; count on the stated rates, not on these rows.

SMILES	LMP1 NFkB inh	ABHD5-PLIN5 inh	SRC3 inh	NR5A2 inv ag	NCOA1 inh	MC4R antag cAMP	NOD2 RIPK2 PPI	TLR9-MyD88 inh	SRC2 inh	MC4R ag barr	NR2F2 inh
O=C(NCc1ccccc1)C1=C[C@H](c2ccc(C(F)(F)F)cc2)C[C@H](OCCCCO)O1	-6.2	-2.2	-6.3	0.0	-0.1	-3.0	0.8	3.9	-29.0	1.9	9.5
N=c1ccn(Cc2cccc(Cl)c2)cc1	1.0	-0.2	8.8	7.7	-7.7	-6.1	-7.4	5.2	22.6	-1.3	23.4
CC(=NNC(=O)c1cccc(S(=O)(=O)N2CCOCC2)c1)c1ccccc1	-4.3	0.5	1.3	-17.3	-18.1	11.3	-2.2	4.2	4.4	0.8	3.0
O=C(NCCc1ccc(F)cc1)Nc1ccccc1Cl	-0.3	-3.7	-8.8	8.2	-21.2	12.2	-10.0	-5.2	-24.0	-0.3	-14.7
CN(Cc1cccnc1)C(=O)CC1C(=O)NCCN1CC(c1ccccc1)c1ccccc1 (stereo not given)	-12.4	-1.7	4.6	7.5	4.2	2.8	-6.7	2.0	-16.6	-1.1	-2.5
COCC[N+]1(C)CCCCC1	4.9	-3.5	7.8	0.0	-9.5	-3.0	-8.3	-14.7	11.6	-3.5	4.9
CCCNC(=O)c1ccc(Cl)cc1Cl	7.4	4.5	-9.1	7.1	-8.1	14.2	-13.7	-3.6	-10.6	0.4	10.3
COC(=O)c1ccccc1NC(=O)C12CCC(C)(C(=O)O1)C2(C)C (stereo not given)	-1.1	6.1	7.7	6.3	3.0	16.2	-14.2	5.9	-1.7	-0.9	-4.1
O=C(Nc1ccc(Cl)cc1)N[C@H]1CC[C@H](CCn2cc(-c3ccccc3F)nn2)O[C@@H]1CO	.	-5.3	.	16.2	.	.	-8.1	.	4.0	.	20.2
Cc1ccccc1C(=NCCCN(C)C)c1ccccc1C	2.3	-1.9	12.0	-0.1	6.0	12.5	-2.3	8.8	-0.5	-0.5	-0.8
COc1cccc(-c2cc(N)nn2C(=O)Nc2ccc(Cl)cc2)c1	-21.2	-10.1	-29.1	-0.7	-37.4	0.2	-3.4	-2.7	-11.9	1.7	4.1
CC(Nc1nc(-c2cccnc2)nc2ccccc12)c1ccc(F)cc1 (stereo not given)	-11.1	11.4	0.2	-18.8	7.8	3.1	-4.4	11.4	13.2	0.7	4.0
COc1ccc(OC)c(Cc2nnc(CCC(=O)N3CCCCC3)o2)c1	-21.6	1.8	-19.2	-37.6	-18.7	4.3	-6.3	1.7	-41.1	-2.1	-32.3
CCCN1CCc2c(sc3nc(SC)n(-c4ccccc4)c(=O)c23)C1	3.8	-0.1	-1.1	9.0	-20.4	4.6	0.0	-3.2	-0.4	-2.2	12.7
CCc1nc(SCC(=O)N2CCCC2)c2ccccc2n1	8.1	4.3	17.5	-13.1	-14.3	-2.4	9.5	9.3	10.8	0.0	-4.9
COc1ccc2c(CC(=O)Nc3ccc(OC)c(S(=O)(=O)N4CCOCC4)c3)coc2c1	-7.2	-3.1	0.3	5.3	-24.0	0.9	1.5	-2.2	3.0	1.6	6.8
CCOC(=O)N1CCN(C(=O)c2cn(CC)c3ccc(S(=O)(=O)N4CC(C)CC(C)C4)cc3c2=O)CC1 (stereo not given)	1.1	-2.2	13.7	3.7	1.7	-0.7	-2.0	4.2	-9.3	-2.9	4.0
CCOC(=O)C1CCCN(C(=O)Cc2ccc(OC)c(OC)c2)C1 (stereo not given)	7.9	0.4	10.8	4.3	7.8	4.8	-7.7	3.7	-7.8	0.9	0.3
COCC(=O)Oc1c(S(=O)(=O)c2ccc(C)cc2)c(C)nn1C(C)(C)C	13.9	-3.8	-0.1	2.6	11.3	23.1	-0.4	-7.0	1.9	1.8	22.4
CN(C)c1nc(C#N)nc(N(C)C)n1	4.8	0.3	13.2	-10.1	-1.4	-1.9	-1.8	-6.1	-11.7	-3.1	-2.2
CC(C)C[C@H]1CN([C@@H](Cc2ccc(O)cc2)CN2CCCC2CN2C(=S)NC[C@@H]2Cc2ccccc2)C(=S)N1CC1CCCCC1 (stereo not given in full)	.	-5.0	.	-15.9	.	.	0.3	.	-10.1	.	10.1
Cc1ccc(N=CC=C2OC(C)(C)C(C)(C)O2)cc1	-12.1	5.5	-39.8	15.6	1.4	2.2	-5.8	8.2	-1.8	0.0	-37.8
Clc1ccc(-c2nnn(Cc3nc4ccccc4s3)n2)cc1	-25.3	-11.1	-37.6	-1.4	-30.6	3.0	-10.7	5.4	-37.0	-2.9	-4.4
COc1ccc(Nc2nc(NCc3ccco3)nc(N/N=C/c3ccccc3)n2)cc1	6.1	-4.8	8.9	6.9	-15.5	-1.3	-6.5	-20.8	12.1	-0.3	-22.7
CC(=O)NC(CC(=O)NNC(=O)c1cccs1)c1ccccc1 (stereo not given)	-10.1	7.8	17.6	5.0	6.2	-0.4	-3.5	-4.2	-4.2	-2.5	-3.3
COCCN(CCOC)C(=O)CC(=O)N(CCOC)CCOC	0.3	4.1	-5.0	-23.1	-8.7	3.0	-9.3	0.8	1.0	-4.3	11.4
COc1ccc(C2N=C(c3ccccc3)NC(c3ccccc3)=N2)cc1	-1.2	5.9	-9.3	7.4	9.7	1.9	5.2	-4.7	-9.1	-0.6	-0.5
Cc1cc(C)c2cc(CN(Cc3cccnc3)C(=O)c3ccc(F)cc3)c(Cl)nc2c1	-52.7	5.0	8.7	12.2	-7.7	2.0	-7.2	-5.3	-8.9	0.5	22.1
O=C(Nc1ccc(Cl)cc1Cl)c1cccc(N2C(=O)C=CC2=O)c1	-3.6	14.7	-1.9	-85.9	-49.7	57.2*	6.3	3.5	-8.6	-0.5	-13.5
Fc1ccc(NCc2nnc3n2CCCCC3)cc1	0.4	1.7	6.9	3.8	5.6	-5.2	-3.6	4.2	14.4	-2.8	-12.9
CCOc1ccc(CNC(=O)c2ccccc2NC(=O)C2=CSCCO2)cc1	-6.4	-4.6	31.6	-4.6	-9.7	11.1	10.8	-4.2	25.0	-3.8	-19.5
COc1ccc(NC(=S)NNS(=O)(=O)c2ccc3ccccc3c2)c(OC)c1	1.0	-21.0	8.2	-1.5	8.1	10.5	-0.6	11.2	-1.4	-2.4	16.4
CCN(CC)CC(=O)N1CCCC(N2CCN(c3cccc(C(F)(F)F)c3)CC2)C1 (stereo not given)	5.6	-4.4	5.4	-5.5	-11.5	9.2	3.4	-4.4	0.6	-0.4	19.6
CN(CC(=O)NCc1ccc(F)cc1)S(=O)(=O)c1ccc2c(c1)c(=O)n(C)c(=O)n2C	9.5	-3.1	-8.5	15.2	11.0	5.2	-13.2	-0.8	0.6	-2.1	4.7
CCSc1ccc(-c2ccco2)nn1	-18.9	7.9	-37.1	-39.4	-42.6	-2.6	-7.6	-0.1	-18.0	-2.7	-11.3
O=C(Nc1ccc(NC(=S)NC(=O)c2ccccc2Cl)cc1)c1cccc(Cl)c1	0.2	-3.1	-9.9	-1.9	-5.2	10.5	-7.1	0.4	3.2	-3.1	-2.5
Cc1nn(CCOc2ccccc2)c(=O)n1-c1c(F)cccc1F	-14.1	2.2	-83.1	-92.6	-62.5	1.4	-10.8	-12.9	-58.2	0.7	-47.5
O=C(CCC(F)(F)F)N1CCCC(CO)(CCc2ccccc2)C1 (stereo not given)	5.7	-7.0	-3.0	-0.1	-8.0	6.3	-0.8	-8.1	3.5	-1.4	-1.6
CC1(C)CC2CC(C)(CN2C(=O)COC(=O)c2cccc(O)c2)C1 (stereo not given)	1.1	-3.5	3.4	-7.8	-5.1	-3.2	3.5	-7.1	17.9	-2.0	7.2
CCOC(=O)c1c(NC(=O)COC(=O)CC(NC(C)=O)c2ccccc2)sc(C(=O)NC)c1C (stereo not given)	-3.7	11.1	22.0	14.2	9.9	8.9	-6.5	4.3	-4.8	-3.0	18.1
CCCCNC(=O)c1cc(C)nc2ccccc12	3.2	7.0	23.8	-5.7	-5.0	7.2	-8.2	-5.8	0.0	1.4	-11.2
CC1CCCC(C)N1CCCNC(=O)c1cc2c(s1)-c1ccccc1OC2 (stereo not given)	-28.7	3.1	-5.9	1.9	-16.6	-1.1	-9.6	-5.9	-19.8	-1.2	-7.2
CCOc1ccc2c(c1)C(=NNC(=O)c1ccccn1)c1cc(OCC)ccc1-2	-6.1	-2.6	5.2	0.4	9.4	0.6	-4.9	-15.0	-6.0	-1.9	-5.9
